IDE inh: inhibits human insulin-degrading enzyme in HEK cells | P14735 | actives 0.41% (n = 320,000) | AID 434962 | FAbetaB cleavage, fluorescence polarization | inhibition, % at 5.59 µM;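 active = percent inhibition above the average of all tested compounds plus 3 SD, set per screening campaign, cut at about 16% in these data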;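 note: IDE supplied by intact live HEK cells; FP after avidin binding of uncleaved biotin substrate so inhibition keeps polarization high; 0% = DMSO wells and 100% = 60 µM reference IDE inhibitor Ii1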
pCIP destab: compounds decreasing mouse p/CIP protein stability; actives 0.01% (n = 290,000); AID 1984; Q05BA5; F442A p/CIP-EGFP cells, EGFP fluorescence, 16 h; decrease of EGFP signal, % at 10 µM;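 active = EGFP signal decrease of at least 30% at 10 µM or well 3 SD below plate mean, unless failing retest; inactive = the rest, including hits failing retest or dose response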; note: some compounds called inactive have numbers as strong as hits; many of its hits are not listed in these tables
Target sequence (Q05BA5 1-1403): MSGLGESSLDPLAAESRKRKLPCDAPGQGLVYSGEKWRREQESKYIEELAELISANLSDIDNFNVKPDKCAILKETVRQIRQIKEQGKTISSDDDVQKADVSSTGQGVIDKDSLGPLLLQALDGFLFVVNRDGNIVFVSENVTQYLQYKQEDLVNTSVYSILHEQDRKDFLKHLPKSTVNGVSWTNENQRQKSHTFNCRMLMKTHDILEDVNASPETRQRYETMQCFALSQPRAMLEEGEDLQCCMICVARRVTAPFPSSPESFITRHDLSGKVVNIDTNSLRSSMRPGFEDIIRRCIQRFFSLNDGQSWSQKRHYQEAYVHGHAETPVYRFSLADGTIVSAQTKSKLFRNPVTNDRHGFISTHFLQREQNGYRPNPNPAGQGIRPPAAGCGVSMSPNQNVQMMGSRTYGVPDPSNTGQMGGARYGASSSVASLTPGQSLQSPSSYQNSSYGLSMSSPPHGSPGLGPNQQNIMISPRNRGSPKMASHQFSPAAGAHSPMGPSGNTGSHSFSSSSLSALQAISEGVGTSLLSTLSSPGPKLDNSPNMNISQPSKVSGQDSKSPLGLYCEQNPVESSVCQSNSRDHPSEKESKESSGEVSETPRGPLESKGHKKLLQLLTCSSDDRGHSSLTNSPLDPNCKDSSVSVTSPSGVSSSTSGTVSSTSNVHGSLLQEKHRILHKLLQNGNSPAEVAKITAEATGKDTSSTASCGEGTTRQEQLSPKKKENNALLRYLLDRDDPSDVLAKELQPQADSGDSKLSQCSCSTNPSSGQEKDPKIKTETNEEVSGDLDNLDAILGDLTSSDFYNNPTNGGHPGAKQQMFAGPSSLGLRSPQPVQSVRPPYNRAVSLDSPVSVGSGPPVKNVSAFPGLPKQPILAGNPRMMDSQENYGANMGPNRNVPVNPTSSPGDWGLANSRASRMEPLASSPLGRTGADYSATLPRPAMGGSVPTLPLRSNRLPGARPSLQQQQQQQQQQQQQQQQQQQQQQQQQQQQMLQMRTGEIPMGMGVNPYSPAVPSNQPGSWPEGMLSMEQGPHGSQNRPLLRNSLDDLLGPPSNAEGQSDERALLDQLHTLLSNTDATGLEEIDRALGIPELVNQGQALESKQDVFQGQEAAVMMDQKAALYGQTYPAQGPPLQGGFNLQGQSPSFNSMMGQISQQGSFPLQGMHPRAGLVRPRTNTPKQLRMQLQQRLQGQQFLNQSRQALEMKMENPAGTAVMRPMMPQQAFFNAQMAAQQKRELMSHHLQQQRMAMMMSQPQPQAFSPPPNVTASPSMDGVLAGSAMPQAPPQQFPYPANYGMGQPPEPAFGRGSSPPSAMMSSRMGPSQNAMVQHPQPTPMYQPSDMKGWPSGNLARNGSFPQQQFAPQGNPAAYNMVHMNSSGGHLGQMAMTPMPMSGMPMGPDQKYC
GPR7 antagonist: blocks human GPR7 receptor signaling; P48145; GPR7-expressing cells, fluorescence antagonist assay; inhibition, % at 4.4 µM; actives 1.1% (n = 290,000); in the data active = inhibition above about 16%, passing the limit was not always enough;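 note: cells stimulated with the agonist NPW; 0% = agonist with vehicle and 100% = vehicle without agonist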
PfM18AAP inh: PfM18AAP enzyme inhibition. recombinant PfM18AAP, H-Glu-NHMec fluorogenic cleavage. inhibition, % at 7.35 µM. actives 1.2% (n = 290,000). AID 1822;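 active = inhibition above the campaign mean inhibition over all tested compounds plus 3 SD, cut at about 28% in these data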;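 note: 0% = plate median of test compound wells and 100% = 2 mM ZnCl2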
NALP1 inh: NALP1 inhibition. inhibition, % at 10 µM. S. cerevisiae NALP1/ASC/caspase-1 growth, X-gal OD620, 72 h. actives 0.61% (n = 280,000); in the data active = inhibition mostly above about 24%, no sharp cut-off; inactive = mostly below about 32%; note: some compounds called inactive have numbers as strong as hits
VIM-2 inhibitor: inhibitors of Pseudomonas aeruginosa VIM-2 metallo-beta-lactamase; inhibition, % at 5.6 µM; actives 0.89% (n = 290,000); AID 1527; purified VIM-2, nitrocefin hydrolysis, epi-absorbance fluorescence;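 active = inhibition above the mean of all tested compounds plus 3 SD, cutoff set per screening run, cut at about 7.5% in these data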;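 note: red hydrolysis product quenches plate fluorescence so inhibitors raise well fluorescence; 0% = enzyme with DMSO and 100% = DMSO without enzyme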
IDE act: boosts human insulin-degrading enzyme activity in HEK cells; P14735; FAbeta-B cleavage, fluorescence polarization; 0% vehicle, 100% cell-free pure enzyme wells; activation, % at 5.96 µM; actives 0.073% (n = 340,000);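 active = activation above the mean of all tested compounds plus 3 SD, set per screening campaign, cut at about 17% in these data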
IMP-1 inhibitor: inhibitors of Pseudomonas aeruginosa IMP-1 metallo-beta-lactamase; purified IMP-1, nitrocefin hydrolysis, epi-absorbance fluorescence; actives 0.45% (n = 290,000); inhibition, % at 5.6 µM;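 active = inhibition above the mean plus 3 SD of all compounds in the same screening run, cut at about 4.5% in these data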;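 note: 0% = IMP-1 with DMSO and 100% = DMSO wells lacking enzyme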
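System: purified IMP-1 / Input: IMP-1 dispensed at 0.2 nM / Medium: 50 mM HEPES pH 7.1, 50 µM ZnSO4, 0.05% Brij 35 / Timing: 15 min enzyme–compound preincubation, then 25 min nitrocefin reaction, 25 °C / Technique: plate fluorescence quenching by hydrolysis product, ex 480/em 530 nm / Repeats: singlicate testing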
PHOSPHO1 inh: PHOSPHO1 (human) inhibition; Q8TCT1; recombinant PHOSPHO1, absorbance phosphatase assay; inhibition, % at 13.3 µM; actives 1.1% (n = 290,000); in the data active = inhibition above about 60%
An asterisk follows results filed as active; . = not tested or not shown.

no. | canonical_smiles | GPR7 antagonist | IMP-1 inhibitor | PHOSPHO1 inh | pCIP destab | IDE inh | VIM-2 inhibitor | IDE act | PfM18AAP inh | NALP1 inh
1 | COC(=O)C(CC(C)C)NC(=O)CSc1nc(-c2ccccc2)c(C#N)c(=O)[nH]1 (centres undefined) | -10 | -1.4 | 9 | -7 | 2 | 1.3 | 2 | 6 | 10
2 | COc1ccc(/C=N/Nc2cc(C)nc3ccccc23)cc1 | 7 | -0.8 | -2 | -3 | 2 | 7.5 | 2 | 11 | -6
3 | Cc1ccsc1C(=O)OC1CCOC1=O (centres undefined) | 4 | -2.9 | -48 | -7 | -1 | -4.4 | 0 | -2 | -3
4 | CC(=O)NC(CC(=O)N(C)Cc1c(F)cccc1Cl)c1ccccc1 (centres undefined) | 10 | -0.5 | -42 | 2 | 13 | -0.3 | 6 | -17 | -8
5 | Cc1ccc(N=C2NC(=O)c3cccc([N+](=O)[O-])c32)cc1 | -6 | -3.2 | -8 | 0 | -9 | -2.3 | 5 | -1 | 38
6 | CCOC(=O)C1=C(CS(=O)(=O)c2ccc(Cl)cc2)NC(=O)NC1c1ccc(O)c(OC)c1 (centres undefined) | 6 | -0.4 | 8 | -12 | 0 | -2.8 | 8 | 3 | 10
7 | Nc1cc(-c2ccccc2)nn1Cc1ccc(Cl)cc1 | -9 | -2.2 | 30 | -4 | 3 | -1.2 | -5 | -5 | -3
8 | Cn1cc(-c2cccc(Cl)c2)cc(C#N)c1=O | -12 | -1.1 | 33 | -3 | 3 | -0.8 | -5 | -13 | -11
9 | O=S(=O)(c1ccc(N2CCCCCC2)nc1)N1CCCC1 | 1 | -0.8 | 16 | -10 | 5 | -1.0 | 0 | -12 | 4
10 | O=C(CSCc1ccccc1)Nc1cccc(C(=O)Nc2ccccc2C(=O)O)c1 | -12 | -1.5 | 18 | -9 | 6 | 1.0 | -6 | -1 | -2
11 | CC(C)(C)c1ccc(-n2ncc3c2CCCC3NC(=O)c2ccncc2)cc1 (centres undefined) | -20 | -2.3 | 15 | -4 | 5 | -1.5 | 3 | 3 | 12
12 | CCOC1=NN(c2ncc(C(F)(F)F)cc2Cl)C(=O)/C1=C/N(C)C | -2 | -1.4 | -20 | 5 | 2 | 0.7 | -4 | 1 | 26
13 | CCOc1ccc(-c2nnc(N)s2)cc1 | 29* | 1.5 | -1 | 1 | 2 | 0.3 | 1 | 10 | 6
14 | O=C(Nc1cccc(O)c1)c1ccc(NC(=O)c2cccs2)cc1 | -5 | -2.1 | 46 | -13 | 4 | -3.3 | -4 | 0 | 10
15 | O=C(CSCc1ccc([N+](=O)[O-])cc1)NC1CC1 | -6 | 0.3 | 14 | -4 | -6 | -1.6 | 1 | 5 | 36
16 | O=C(Cn1c(=O)oc2ccccc21)NC(=O)NCc1ccco1 | -5 | -4.0 | 0 | -10 | 5 | -1.0 | 4 | 8 | -7
17 | CCCOc1ncnc2c1[nH]c1ccc(C)cc12 | -5 | -1.5 | 23 | -28 | 37* | 0.2 | . | -3 | -1
18 | Nn1c(SCc2cccc(Br)c2)nnc1-c1cccnc1 | 5 | -1.3 | 29 | -7 | 2 | -1.6 | -1 | -2 | 5
19 | O=C(COC(=O)[C@@H]1CC(O)CN1S(=O)(=O)c1ccc2c(c1)OCCO2)Nc1ccccc1F (some centres undefined) | -11 | -2.8 | 40 | 7 | 7 | -5.2 | 3 | 4 | 4
20 | Cc1cc(=O)n2[nH]c(-c3ccccc3Cl)cc2n1 | -13 | -6.0 | -3 | -4 | -1 | -2.3 | 1 | 4 | -7
21 | CC(C)c1nc2sc3c(=O)[nH]cnc3c2c2c1CCC2 | -1 | -0.1 | -10 | -12 | 0 | 1.1 | -6 | 0 | 46
22 | CCOC(=O)/C=C1\CN(Cc2cc(OC)c(OC)c(OC)c2)S(=O)(=O)c2ccc(C(F)(F)F)cc21 | 2 | -1.2 | -13 | -12 | 2 | -1.1 | -1 | 6 | 13
23 | Fc1ccccc1CSc1ncnc2sc3c(c12)CCCC3 | 5 | -1.5 | -17 | 4 | 0 | -1.9 | -1 | -8 | 20
24 | Nc1ccc(Cl)c(NC(=O)c2cccs2)c1 | -10 | -7.0 | -10 | 3 | 2 | 0.5 | 3 | 9 | 16
25 | COc1ccc(N2CC(NC(=O)N3CCN(c4ccccc4)CC3)CC2=O)cc1 (centres undefined) | -15 | -2.5 | -2 | 10 | 3 | -1.4 | 1 | -13 | 11
26 | Cc1cc(C)nc(SCC(=O)OCC(=O)Nc2nc3ccccc3s2)n1 | -1 | -3.1 | 3 | -11 | 2 | -1.2 | 3 | -2 | 8
27 | Cc1ccc(NC(=O)CCNS(=O)(=O)c2cccc3nonc23)cc1Cl | -2 | -1.0 | -13 | 8 | 2 | -0.9 | 0 | -7 | -8
28 | Cc1cc(O)ccc1N/C=C(\C#N)c1nc2ccccc2o1 | -1 | -3.7 | 1 | 8 | 0 | -3.0 | 7 | 2 | 25
29 | Cc1cc2nnc(SC3CCCCN(C(=O)c4ccc(F)cc4)C3=O)n2c2ccccc12 (centres undefined) | -7 | -5.0 | 1 | -6 | 4 | -2.7 | -2 | 8 | .
30 | CS(=O)(=O)N(CC(=O)NCC1CCCO1)c1cc(Cl)c(Cl)cc1Cl (centres undefined) | -2 | -1.8 | 14 | -6 | 1 | -1.1 | -1 | 7 | -30
31 | CC1=CC(C)C2(CO)COC(c3ccc(O)cc3)C1C2C (centres undefined) | 13 | -0.3 | 15 | -28 | 2 | 1.2 | 5 | -1 | 9
32 | Cc1ccc(Cn2c(=N)c(C(=O)NC3CCCCC3)cc3c(=O)n4ccccc4nc32)cc1 | 14 | -2.0 | 23 | -3 | 5 | 1.8 | 3 | -5 | 14

Record cards, as listed above. Order of values: GPR7 antagonist | IMP-1 inhibitor | PHOSPHO1 inh | pCIP destab | IDE inh | VIM-2 inhibitor | IDE act | PfM18AAP inh | NALP1 inh
COc1ccc(N2CC(NC(=O)N3CCN(c4ccccc4)CC3)CC2=O)cc1 (centres undefined) across the screens: -15 | -2.5 | -2 | 10 | 3 | -1.4 | 1 | -13 | 11
CC1=CC(C)C2(CO)COC(c3ccc(O)cc3)C1C2C (centres undefined) across the screens: 13 | -0.3 | 15 | -28 | 2 | 1.2 | 5 | -1 | 9

Later entries:
no. | canonical_smiles | GPR7 antagonist | IMP-1 inhibitor | PHOSPHO1 inh | pCIP destab | IDE inh | VIM-2 inhibitor | IDE act | PfM18AAP inh | NALP1 inh
33 | CC(=O)Nc1cccc(OCC(=O)NC(C)C(C)C)c1 (centres undefined) | 0 | -1.6 | 3 | 2 | 10 | -2.9 | 0 | 8 | 31
34 | Cc1ccc(C)c(C(=O)NCCN(C)C)c1 | -13 | -3.4 | 4 | -3 | -1 | -5.1 | 1 | -6 | -4
35 | Cn1c(=O)[nH]c(=O)c2c1nc(N1CCN(CCO)CC1)n2Cc1ccccc1Cl | -9 | -1.9 | 29 | -2 | . | -1.9 | 0 | 0 | 12
36 | CC1CCN(S(=O)(=O)c2ccc3[nH]c(=O)ccc3c2)CC1 | -11 | -0.1 | -46 | -3 | 0 | -4.8 | -3 | 0 | 18
37 | CC1(c2ccc(OC(F)F)cc2)NC(=O)N(CC(=O)Nc2ccc(S(N)(=O)=O)cc2)C1=O (centres undefined) | -9 | -2.7 | 24 | 1 | 4 | -0.1 | 4 | -15 | 8
38 | COc1cc(/C=N/NC(=O)C(NC(=O)c2ccccc2)c2n[nH]c(=O)c3ccccc23)ccc1OCC(N)=O (centres undefined) | 0 | -0.3 | 22 | -13 | 0 | -0.1 | -2 | 3 | 19
39 | COc1ccc(CNC(C)CCc2ccccc2)cc1 (centres undefined) | -7 | -2.9 | . | -8 | 6 | -2.6 | 2 | 10 | .
40 | c1ccc(-c2ccccc2-c2nc(-c3ccncc3)no2)cc1 | -8 | -3.6 | -39 | -3 | -3 | -1.1 | 3 | -8 | -24
41 | CCN1C(=O)[C@H]2[C@H]3[C@H](O)[C@H](O)C/C(=N\O[C@H](C)c4cn([C@H](CO)Cc5ccccc5)nn4)[C@@H]3CC[C@H]2C1=O | -11 | 0.0 | 8 | -5 | -3 | -0.9 | . | 4 | 20
42 | Cc1cc(C(=O)NCCCC(=O)O)c(C)o1 | -1 | -2.5 | -4 | 0 | 3 | -1.9 | -4 | 5 | -3
43 | CC(C)(Cc1ccc(O)cc1)NC(=O)SCc1ccccc1 | -8 | 1.0 | -25 | -5 | 4 | 0.2 | -1 | 4 | 8
44 | CC(=O)c1c(COC(=O)c2ccco2)nc2ccccc2[n+]1[O-] | . | . | -25 | -12 | 2 | . | 2 | . | -4
45 | COC/C=C/C1=CC2=CC(=O)C(C)(OC(=O)c3cnc4ccccc4n3)C(=O)C2=CN1C(CO)CO (centres undefined) | . | . | 18 | -2 | 6 | . | 7 | . | .
46 | O=c1[nH]c2ccccc2cc1CN(Cc1cccnc1)S(=O)(=O)c1ccc([N+](=O)[O-])cc1 | 15 | -2.3 | 12 | -3 | 6 | -2.2 | 6 | 3 | 22
47 | CCOC(=O)c1ccc(N2C(=O)C(O)=C(C(C)=O)C2c2ccccn2)cc1 (centres undefined) | -5 | -0.4 | -18 | -2 | 2 | 0.2 | -1 | 6 | 7
48 | CCOc1ccc(N2C(=O)C3C(c4ccccc4F)NN(C(=O)c4ccc(C)cc4)C3C2=O)cc1 (centres undefined) | -16 | -3.1 | -6 | -13 | 6 | -3.3 | -3 | 4 | 16
49 | COc1ccc(NC(=O)CN2C(=O)COc3ccc(S(=O)(=O)N4CCOCC4)cc32)cc1Cl | 2 | -1.8 | 7 | 1 | 6 | -4.7 | 7 | 0 | 0
50 | CCOC(=O)c1sc(NC(=O)C2CC(=O)N(c3ccc(OCC)cc3)C2)nc1C (centres undefined) | -8 | 0.3 | 26 | -9 | -2 | 0.2 | 5 | -5 | 2
51 | NC(=O)CC(NC(=O)c1cccc(Br)c1)c1ccc(N2CCN(c3ccc(F)cc3)CC2)c([N+](=O)[O-])c1 (centres undefined) | 0 | 4.1 | -7 | -7 | 7 | -0.9 | 1 | -4 | 10
52 | C[N+]1(CCn2ccc3ccccc32)CCCCC1 | 1 | -2.8 | -43 | 9 | 2 | -0.6 | 4 | 2 | 3
53 | CCOC(=O)c1c(CN2CCC(C)CC2)oc2ccc(OC)cc12 | -8 | -0.4 | 1 | -4 | 1 | -2.5 | 4 | -7 | -8
54 | COc1ccc(-n2c3nc4ccccc4nc3c3c(=N)oc(C)nc32)cc1 | -12 | -4.3 | 2 | 10 | 0 | -4.0 | 0 | 3 | 34
55 | Cc1occc1C(=O)NNC1=CC(=O)CC(C)(C)C1 | -12 | -4.0 | -9 | -2 | 4 | -4.5 | 1 | 55* | 11
56 | CC1=C(C(=O)OCc2ccccc2)C(c2ccccc2OC(F)F)NC(=O)N1 (centres undefined) | -1 | -4.0 | 1 | -4 | 0 | -4.0 | -11 | 4 | 0
57 | Cc1noc(C)c1C(=O)N1CCC(C(=O)c2ccccc2)CC1 | -8 | -2.1 | 34 | -1 | 3 | -1.6 | -3 | 6 | -1
58 | COc1ccc(CNS(=O)(=O)c2ccc3c(c2)N(C(C)=O)CC(C)S3)cc1 (centres undefined) | -11 | -2.8 | 12 | -15 | 2 | -1.3 | 1 | 8 | -12
59 | CCCn1c(SCC(=O)N2CCOCC2)nnc1-c1ccncc1 | -7 | -3.1 | 28 | -8 | -3 | -1.7 | 0 | 0 | 5
60 | Cc1ccc(C)c(NC(=O)CCc2nnc3ccc(NCc4ccco4)nn23)c1 | 0 | -3.7 | 38 | -7 | -3 | -2.3 | 1 | 13 | 7

Source: PubChem BioAssay (several laboratories)
